# Assay outcomes from PubChem BioAssay.
# ANO1 activ: TMEM16A chloride channel activators or potentiators, primary screen, cell-based, HTS | Anoctamin-1 (Mus musculus), Q8BHY3 | HEK293 TMEM16A/YFP-H148Q/I152L, iodide quench fluorescence; active compounds read low | B-score at 10 µM | 0.3% of 340,000 active | AID 623877, 2012;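 active = fluorescence-ratio B-score plate-corrected deviation score at least 3 library SD below zero, with starting fluorescence score within 5 deviations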;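 also: channel opened by trigger with iodide after compound preincubation; score built on the fluorescence ratio of max minus min over baseline; more negative score means more quench and so TMEM16A activation or potentiation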
# Target sequence (Q8BHY3 whole entry, looked up): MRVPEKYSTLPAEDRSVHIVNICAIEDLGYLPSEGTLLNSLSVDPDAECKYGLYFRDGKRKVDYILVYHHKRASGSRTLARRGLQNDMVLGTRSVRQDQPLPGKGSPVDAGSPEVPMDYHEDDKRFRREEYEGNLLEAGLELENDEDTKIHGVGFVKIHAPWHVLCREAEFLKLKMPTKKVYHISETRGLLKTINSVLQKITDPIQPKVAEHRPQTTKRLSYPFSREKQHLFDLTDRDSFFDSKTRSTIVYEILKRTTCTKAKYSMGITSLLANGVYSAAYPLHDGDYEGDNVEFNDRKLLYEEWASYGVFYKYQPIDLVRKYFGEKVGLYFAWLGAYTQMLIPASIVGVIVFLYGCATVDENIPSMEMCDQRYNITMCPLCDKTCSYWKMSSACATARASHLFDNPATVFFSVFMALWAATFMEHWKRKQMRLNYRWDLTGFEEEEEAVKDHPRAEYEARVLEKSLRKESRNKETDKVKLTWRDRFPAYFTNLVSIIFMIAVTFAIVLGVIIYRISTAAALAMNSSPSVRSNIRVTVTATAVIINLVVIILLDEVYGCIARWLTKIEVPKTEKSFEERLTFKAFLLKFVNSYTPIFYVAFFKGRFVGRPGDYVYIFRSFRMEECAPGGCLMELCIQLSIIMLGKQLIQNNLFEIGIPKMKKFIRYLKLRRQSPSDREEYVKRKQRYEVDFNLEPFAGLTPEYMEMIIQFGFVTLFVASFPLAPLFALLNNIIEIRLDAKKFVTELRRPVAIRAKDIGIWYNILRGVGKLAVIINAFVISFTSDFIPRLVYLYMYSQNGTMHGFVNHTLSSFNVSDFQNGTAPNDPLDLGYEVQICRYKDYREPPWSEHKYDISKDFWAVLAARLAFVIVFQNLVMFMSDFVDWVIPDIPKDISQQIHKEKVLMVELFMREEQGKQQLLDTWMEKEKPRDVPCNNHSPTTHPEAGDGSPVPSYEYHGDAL
# MrgX1 antag: antagonists of human MrgX1 receptor, primary screen, HEK293 cells, Fluo-4 calcium flux; 1.3% of 310,000 active; B-score at 10 µM; BAM8-22 antagonism; active compounds read low;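 active = calcium-response B-score plate-corrected more than 3 library SD below zero, starting fluorescence within 5 deviations, no agonist response on first addition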;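 also: peak minus trough fluorescence over baseline after final BAM8-22 challenge near maximal dose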
# MrgX1 allo act: positive allosteric modulators of MrgX1, primary screen, HEK293 cells, Fluo-4 calcium flux; FDSS; active compounds read high; B-score at 10 µM; 0.63% of 310,000 active; AID 588675, 2011;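 active = plate-corrected calcium response at least 3 library SD above typical, normal starting fluorescence, not activating the receptor alone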;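 also: compound read alongside a low EC10 to EC30 dose of BAM8-22 agonist; peak minus trough fluorescence over baseline measured at the second addition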
# RGS4 inh: RGS4 inhibitors, primary screen, cell-based, HEK293 M3R inducible RGS4, calcium flux. Regulator of G-protein signaling 4 (Homo sapiens), P49798. Fluo-4 calcium flux; active compounds read high; triggered by carbachol at its EC20. 0.45% of 310,000 active. B-score at 10 µM;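 active = B-score, a plate-corrected calcium signal, over three deviations above library mean, with baseline fluorescence within five deviations of library mean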;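 also: RGS4 expression induced by doxycycline in cells with stable M3 receptor; B-score is computed from the integrated fluorescence ratio over baseline after carbachol; higher B-score means a larger calcium signal and so more RGS4 inhibition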
# TRPC4 inh: inhibitors of mouse TRPC4 channel, primary screen, Fluo4 calcium, HEK293 TRPC4beta/mu-opioid cells. B-score at 10 µM. Short transient receptor potential channel 4 (Mus musculus), Q9QUQ5. DAMGO-evoked Fluo4 calcium flux; active compounds read low. 0.39% of 300,000 active. AID 2247, 2010;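 active = B-score over 3 SD under the library average, no early fluorescence shift, positive overall ratio signal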
#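 Assay system: HEK293 cells with stable TRPC4beta plus mu-opioid receptor expression. Dosing: single dose. Measured by: Fluo4 Ca2+ flux fluorescence. Also added: DAMGO in two steps, submaximal then maximal. Read-out: B score from integrated Fluo4 fluorescence ratio.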
# TRPC4 act: activators of mouse TRPC4 channel, primary screen, Fluo4 calcium, HEK293 TRPC4beta/mu-opioid cells | Short transient receptor potential channel 4 (Mus musculus), Q9QUQ5 | Fluo4 calcium fluorescence; active compounds read high | B-score at 10 µM | 0.49% of 310,000 active;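 active = B-score above 5 SD of library B-scores, and initial fluorescence ratio not above library mean plus 5 SD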;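 also: positive B-score marks a calcium rise read as TRPC4 activation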
#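 Material: TRPC4beta and mu-opioid receptor HEK293 stable cells | Incubation: 45 min room-temperature Fluo4 loading, 110 s read | Detection: Kinetic Fluo4 calcium fluorescence | Measure: Integrated baseline-normalised fluorescence ratio, converted to per-well B score | Benchmarks: Low control buffer alone, high control maximal DAMGO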
# MrgX1 ag: agonists of human MrgX1 receptor, primary screen, HEK293 cells, Fluo-4 calcium flux; Mas-related G-protein coupled receptor member X1 (Homo sapiens), Q96LB2; Fluo-4 calcium fluorescence, agonist mode; active compounds read high; B-score at 10 µM; 0.44% of 310,000 active; AID 588627, 2011;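 active = calcium response B-score plate-corrected fluorescence ratio at least 3 library SD, with starting fluorescence B-score inside 5 SD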
#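 Material: MrgX1-expressing HEK293 cells / Dosing: compound as first of three additions / Incubation: overnight seeding, then 1 h dark dye loading / Signal: Fluo-4 NW calcium fluorescence / Evaluation: B-scored fluorescence response ratio / Benchmarks: positive and negative control wells on each plate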
# TRPC4 PAM: positive allosteric modulators of TRPC4, primary screen, cell-based, mouse TRPC4beta, HEK293 mu-opioid, Fluo-4 calcium; Short transient receptor potential channel 4 (Mus musculus), Q9QUQ5; DAMGO EC20, Fluo-4 Ca2+ flux; active compounds read high; AID 2227, 2009; B-score at 10 µM; 0.42% of 310,000 active;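 active = B-score of calcium response area above 5 SD of library B-scores, with initial fluorescence ratio within 5 SD of library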;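 also: B-score of integrated fluorescence ratio over time as area under calcium response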
# TRPC6 activator: mouse TRPC6 channel activators, primary screen, cell-based, HEK293, membrane potential dye. 0.13% of 310,000 active. Short transient receptor potential channel 6 (Mus musculus), Q61143. HEK293-TRPC6 membrane potential dye fluorescence; active compounds read high. B-score at 10 µM. AID 2550, 2010;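 active = B-score of the integrated fluorescence ratio above library mean plus 3 SD, and starting fluorescence ratio within library mean plus 5 SD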;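 also: higher score means more depolarization so channel activation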
# TRPC6 inh: mouse TRPC6 channel inhibitors, primary screen, cell-based, HEK293, membrane potential dye. Short transient receptor potential channel 6 (Mus musculus), Q61143. ACh-evoked depolarization; active compounds read low. B-score at 10 µM. 1.1% of 310,000 active. AID 2553, 2010;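 active = B-score under library mean minus 3 SD, initial fluorescence not abnormally high, positive integrated signal ratio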;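 also: B-score derived from integrated fluorescence ratio over the kinetic read; more negative B-score means stronger inhibition of depolarization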
# ANO1 block: TMEM16A chloride channel inhibitors, primary screen, cell-based, HTS; HEK293 TMEM16A/YFP iodide influx fluorescence, ionomycin; normalized B-score (activity score, 25-100; higher = stronger inhibition) at 10 µM; 1.2% of 310,000 active;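 active = ratio plate-corrected score three or more library SD toward inhibition, starting fluorescence score within five deviations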;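 also: score derived from kinetic fluorescence span divided by baseline fluorescence per well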
# Numbers without * were called inactive; i = inactive; . = no result given.
SMILES,ANO1 activ,MrgX1 antag,MrgX1 allo act,RGS4 inh,TRPC4 inh,TRPC4 act,MrgX1 ag,TRPC4 PAM,TRPC6 activator,TRPC6 inh,ANO1 block
O=c1c(C(c2nnnn2C2CCCCC2)N2CCCCC2)coc2ccc(Cl)cc12 (stereo not given),i,i,i,i,i,i,i,i,i,i,i
O=[N+]([O-])c1cc2c(cc1CN1CCN(c3ccccc3F)CC1)OCO2,i,i,i,i,i,i,i,i,i,i,i
O=C(CN1C(=O)NC2(CCCC2)C1=O)Nc1nc2ccccc2s1,i,i,i,i,i,i,i,i,i,i,i
Cc1nn(C)c(Oc2ccccc2)c1CCNC(=O)CCl,i,i,i,i,i,i,i,i,i,i,i
COc1ccccc1NC(=O)Cn1c(=O)c(N(C)C)c(N)n(C)c1=O,i,i,i,i,i,i,i,i,i,i,i
O=S1(=O)N=C(Oc2cccc3ccccc23)c2ccccc21,i,i,i,i,i,i,i,i,i,i,i
CCNC(=O)COC(=O)c1sccc1C,i,i,i,i,i,i,i,i,i,i,i
Cc1cc(C(=O)NCCc2ccccc2)c2cc(F)ccc2n1,i,i,i,i,i,i,i,i,i,i,i
COc1ccc(NC2CCCN(C(=O)C3(C)CCCCC3)C2)cc1OC (stereo not given),i,i,i,i,i,i,i,i,i,i,i
O=C(Nc1ccccc1C(=O)O)c1cc(S(=O)(=O)N2CCOCC2)c(Br)s1,i,i,i,i,i,i,i,i,i,i,i
CCN1CCN(C(=S)Nc2ccc(Cl)c(Cl)c2)CC1,i,i,i,i,i,i,i,i,i,i,i
CCN1CCN(c2oc(-c3ccc([N+](=O)[O-])cc3)nc2C#N)CC1,i,i,i,i,i,i,i,i,i,i,i
Cc1ccc(S(=O)(=O)N2CCN(S(=O)(=O)N3CCCCC3)CC2)cc1,i,i,i,i,i,i,i,i,i,i,i
Cc1cc(F)ccc1Oc1cc(NN2CCCCC2)c([N+](=O)[O-])cc1[N+](=O)[O-],i,i,i,i,i,i,i,i,i,i,i
O=C(N/N=C/c1ccccc1Cl)c1ccncc1,i,i,i,i,i,i,i,i,i,i,i
Cc1cc(NC(=O)c2ccc3c(c2)OCO3)no1,i,i,i,i,i,i,i,i,i,i,i
O=C(CCCN=C1NS(=O)(=O)c2ccccc21)OCC(=O)c1ccc(Br)cc1,i,i,i,i,i,i,i,i,i,i,i
Cn1c(=O)n(C)c2cc(NC(=O)CSc3nnc(-c4ccccc4O)n3-c3ccccc3)ccc21,i,i,i,i,i,i,i,i,i,i,i
NC(=O)c1ccc(NC(=O)CC23CC4CC(CC(Br)(C4)C2)C3)cc1,i,i,i,i,i,i,i,i,i,i,i
COC(=O)c1cccnc1-n1c(=O)c2cccnc2n(Cc2cccc(OC)c2)c1=O,i,i,i,i,i,i,i,i,i,i,i
COC(=O)c1c(NC(=O)C2=COCCO2)sc(C)c1C,i,i,i,i,i,i,i,i,i,i,i
CC(C)CCOc1cccc(OCC(=O)Nc2ccncc2)c1,i,i,i,i,i,i,i,i,i,i,25*
COc1cccc(CN(C)C(=O)CC23CC4CC(CC(C4)C2)C3)c1OC,i,i,i,i,i,i,i,i,i,i,i
CCOC(=O)/C(O)=C/c1ncc(C(F)(F)F)cc1Cl,i,i,i,i,i,i,i,i,i,i,i
NS(=O)(=O)c1ccc(CCNC(=O)c2ccc3c(c2)OCO3)cc1,i,i,i,i,i,i,i,i,i,i,i
# (list continues)
SMILES,ANO1 activ,MrgX1 antag,MrgX1 allo act,RGS4 inh,TRPC4 inh,TRPC4 act,MrgX1 ag,TRPC4 PAM,TRPC6 activator,TRPC6 inh,ANO1 block
COc1ccc(CNC(=O)c2cc3c(s2)CN(Cc2ccccc2)C3)cc1,i,i,i,i,i,i,i,i,i,i,i
COc1ccc(/C(=N/O)C(C)(C)NO)cc1,i,i,i,i,i,i,i,i,i,i,i
O=C(Nc1ccccc1C(=O)Nc1ccc(Br)cn1)c1cccc([N+](=O)[O-])c1,i,i,i,i,i,i,i,i,i,i,i
Cc1cc(C)n2nc(SCC(=O)N(Cc3ccccc3)C3CCS(=O)(=O)C3)nc2n1 (stereo not given),i,i,i,i,i,i,i,i,i,i,i
CCOc1cc(NC(=S)Nc2ccccc2)c(OCC)cc1NC(=O)c1ccccc1,i,i,i,i,i,i,i,i,i,i,i
CC(=O)c1c(C)nc2ccc(Br)cc2c1-c1ccccc1,i,i,i,i,i,i,i,i,i,i,i
O=C(NC(CO)c1ccccc1)c1ccco1 (stereo not given),i,i,i,i,i,i,i,i,i,i,i
CCN(CC)S(=O)(=O)c1ccc(C(=O)NCc2nnc(SCC(=O)OC)n2C)cc1,i,i,i,.,.,.,i,.,.,.,i
CCC(=O)N1CCN(c2ccc(NC(=O)COc3ccc(CC)cc3)cc2)CC1,i,i,i,i,i,i,i,i,i,i,i
CC1(c2nnc(Cc3ccccc3)o2)CC(c2ccncc2)=NO1 (stereo not given),i,i,i,i,i,i,i,i,i,i,i
COc1ccc(N(CC(=O)Nc2ccc(C)c(F)c2)S(=O)(=O)c2c(C)noc2C)cc1,i,i,i,i,i,i,i,i,i,i,i
CCCOC(=O)c1c(-c2ccccc2)nc(CC)c(C(=O)SCC)c1CCC,i,i,i,.,.,.,i,.,.,.,i
CN(C(=O)c1c[nH]c(=O)cc1C(F)(F)F)c1ccc(Cl)c(Cl)c1,i,i,i,i,i,i,i,i,i,i,i
O=C(CNC(=O)c1ccc(F)cc1)N/N=C/c1cc(Br)ccc1OCc1ccccc1,i,i,i,i,i,i,i,i,i,i,i
CCOC(=O)/C(=N\O)C1=NC(C)(C)Cc2ccccc21,i,i,i,i,i,i,i,i,i,i,i
CC1CCN(C(=O)COC(=O)CNC(=O)C23CC4CC(CC(C4)C2)C3)CC1,i,i,i,i,i,i,i,i,i,i,i
CCOc1ccc2ccccc2c1C(=O)Nc1cc(=O)n(C)c(=O)n1C,i,i,i,i,i,i,i,i,i,i,i
O=S(=O)(NCc1ccc2c(c1)OCO2)c1ccc2c(c1)oc1ccccc12,i,i,i,i,i,i,i,i,i,i,i
O=C(c1ccc(F)cc1)C1CCN(C(=O)c2ccncc2)CC1,i,i,i,i,i,i,i,i,i,i,i
O=C(O)CSC(C(=O)Nc1ccc(Br)cc1)c1ccc(Cl)cc1 (stereo not given),i,i,i,i,i,i,i,i,i,i,i
CCOc1cc(C(=O)Nc2nnc(CC)s2)ccc1OCC(=O)N1CCOCC1,i,i,i,i,i,i,i,i,i,i,i
Cc1ccc(C(=O)N2CCN(c3ccccc3O)CC2)cc1S(=O)(=O)N1CCCCC1,i,i,i,i,i,i,i,i,i,i,i
O=C(NCCCN1CCOCC1)c1cccc(S(=O)(=O)Nc2ccccc2Cl)c1,i,i,i,i,i,i,i,i,i,i,i
CC(OC(=O)CC1CC2CCC1C2)C(=O)Nc1ccc(N2CCOCC2)cc1 (stereo not given),i,i,i,i,i,i,i,i,i,i,i
CNC(=O)c1ccsc1NC(=O)CCS(=O)(=O)c1ccccc1,i,i,i,i,i,i,i,i,i,i,i
# The results go on.
SMILES,ANO1 activ,MrgX1 antag,MrgX1 allo act,RGS4 inh,TRPC4 inh,TRPC4 act,MrgX1 ag,TRPC4 PAM,TRPC6 activator,TRPC6 inh,ANO1 block
Cc1ccc(CNC(=O)Cn2ccc3cc(S(=O)(=O)N4CCCCCC4)ccc32)cc1,i,i,i,i,i,i,i,i,i,i,i
O=C1c2ccc(Oc3ccc([N+](=O)[O-])cc3)cc2C(=O)N1CCCO,i,i,i,i,i,i,i,i,i,i,i
CC(C)C[C@@H](CO)N1CCN(Cc2ccc(O)cc2)CCC1=O,i,i,i,i,i,i,i,i,i,i,i
COc1cccc(NC(=O)CSc2ccc3nnc(-c4ccccn4)n3n2)c1,i,i,i,i,i,i,i,i,i,i,i
O=c1cc(CSc2nc3ccccc3[nH]2)c2ccccc2[nH]1,i,i,i,i,i,i,i,i,i,i,i
CN(C)CCN=Cc1c(O)n(Cc2ccc3c(c2)OCO3)c(=O)c2ccccc12,i,i,i,i,i,i,i,i,i,i,i
Cc1ccc(NC(=O)c2cccs2)cc1NC(=O)c1ccccc1Cl,i,i,i,i,i,i,i,i,i,i,i
CC1CCCCN1CCNS(=O)(=O)c1ccc2c(c1)oc(=O)n2C (stereo not given),i,i,i,i,i,i,i,i,i,i,i
COc1cccc(NC(=O)C2CCN(S(=O)(=O)c3ccc4c(c3)NC(=O)C(C)S4)CC2)c1 (stereo not given),i,i,i,i,i,i,i,i,i,i,i
COc1ccc([N+](=O)[O-])cc1NC(=O)c1ccc(CN(c2ccccc2)S(C)(=O)=O)cc1,i,i,i,i,i,i,i,i,i,i,i
COc1ccc(CCNC(=O)c2ccccc2NS(=O)(=O)c2cc(C(=O)O)ccc2OC)cc1,i,i,i,i,i,i,i,i,i,i,i
O=C(NCc1ccccn1)c1ccc2nc(-c3ccco3)c(-c3ccco3)nc2c1,.,i,i,i,i,i,i,i,i,i,i
COc1ccc(/C=C/C(=O)Nc2cc(C(F)(F)F)ccc2Cl)cc1OC,i,i,i,i,i,i,i,i,i,i,i
Cc1cccc(-n2c(SCC(N)=O)nc3c(c2=O)C2(CCCC2)Cc2ccccc2-3)c1,i,i,i,i,i,i,i,i,i,i,i
Cc1nn(CC(=O)NCc2ccccc2Cl)c(C)c1[N+](=O)[O-],i,i,i,i,i,i,i,i,i,i,i
O=[N+]([O-])c1cc(C(F)(F)F)ccc1NCCc1ccccn1,i,i,i,i,i,i,i,i,i,i,i
